Screening data from PubChem BioAssay.
EWS-Fli block – inhibitors of EWS/Fli oncoprotein transcriptional activity. A673 NR0B1-luciferase reporter, viability-normalised. inhibition, % at 12.6 µM. 350,000 tested, 0.67% active;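 active = mean inhibition of at least 50% after viability correction, with every replicate also passing that limit; inconclusive = mean reaches 50% but only one of two replicates passes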;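 note: firefly luciferase signal divided by Alamar Blue viability fluorescence both relative to DMSO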
FN deposit inh – fibronectin deposition inhibition. AH1F fibroblasts, Alexa488-fibronectin deposition fluorescence, overnight. 350,000 tested, 0.086% active. AID 743247. inhibition, % at 12.6 µM;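 active = mean inhibition across replicates of 30% or more, regardless of how many single replicates reach that level; inconclusive = mean under 30% yet at least half of replicates reach 30%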;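 note: positive control wells lacked labelled fibronectin entirely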
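Assay system: AH1F fibroblast monolayer, labelled fibronectin deposition. Amount: 10000 cells per well. Also added: labelled fibronectin 24 nM. Compound: single-point pinned compound. Incubation: cell attachment 1 h, compound and FN exposure overnight. Detection: fluorescence after three HBSS washes, excitation 485 nm, emission 525 nm. Read-out: inhibition of fibronectin deposition signal.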
GSIS activator – primary screen for activators of insulin secretion dependent on glucose, INS-1E cells, GLuc reporter luminescence | INS-1E GLuc reporter insulin secretion, 2-3 h | activation, % at 16.6 µM | 370,000 tested, 0.61% active;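 active = lowest replicate activation of at least 40%, so every replicate reaches that level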;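 note: 0% = median of neutral control wells and 100% = median of IBMX positive control wells; some compounds called inactive have numbers as strong as hits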
CFTR F508del cor – correctors of CFTR F508del function in bronchial epithelial cells; CFBE cells, YFP halide quenching; stimulated with forskolin plus potentiator P3; % fluorescence drop versus neutral controls; activity (quench increase), % at 7.58 µM; 350,000 tested, 0.36% active; AID 720511;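 active = mean added fluorescence quench of at least 8% versus neutral control, with both replicates also reaching 8%; inconclusive = only one of the mean or replicate conditions met; inactive = mean below 8% and not both replicates reaching 8%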;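 note: cells transiently co-express mutant CFTR-F508del with the halide-sensitive YFP; corrector assay measuring rescue of mutant channel to the surface after 24 h compound exposure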
miR122 inh – miR-122 inhibition in Huh7 cells | 340,000 tested, 0.3% active | activation (reporter increase), % at 12.5 µM | Huh7 miR-122 Renilla luciferase sensor, 48 h; neutral wells = 0, positive control = 100;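 active = mean replicate activation score at least 90 and every replicate individually at or above 90; inconclusive = only one of the two criteria met; inactive = neither criterion met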;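 note: higher luciferase means less miR-122 activity so hits act as miR-122 inhibitors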
PAX8 inh HTS – PAX8 transcriptional activity inhibition | 360,000 tested, 1.2% active | inhibition, % at 12.6 µM | RMG-I TPO-luciferase reporter, SteadyGlo, 24 h;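 active = mean replicate inhibition at least 60% with every replicate also reaching 60%; inconclusive = only one of the two criteria is met; inactive = mean below 60% and not all replicates reaching 60%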;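 note: luciferase light reporting Pax8 driven TPO promoter activity; plate controls were median of neutral control wells for no effect and mitoxantrone controls for full effect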
DENV2 CPE – DENV2-induced cell death inhibition | DENV2-infected cells, cytopathic effect rescue, plate reader | CPE inhibition, % at 9.99 µM | 350,000 tested, 1.7% active; in the data active = CPE inhibition above about 20%, passing the limit was not always enough; inconclusive = no clear call, values can overlap the other calls; tested in BHK-21 cells;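 note: 0% = median of neutral control wells and 100% = median of positive control wells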
* hit, by the source's call; ? = inconclusive; / = not tested or not shown; & = joins results of further samples; [ ] = dose if it differs, or a comment.

SMILES | EWS-Fli block | FN deposit inh | GSIS activator | CFTR F508del cor | miR122 inh | PAX8 inh HTS | DENV2 CPE
COc1ccc(-c2n[nH]c(=S)n2-c2ccccc2C)cc1 | 4 | 2 | -4 | 1.3 | -4 | 12 | 6
CCc1ccc(Nc2n[n+](-c3ccccc3)c(-c3cccc(C)c3)s2)cc1 | 8 | -7 | 1 | 2.3 | 2 | 18 | /
COC(=O)NC(NC(=S)Nc1ccccc1OC)C(Cl)(Cl)Cl (stereo not drawn) | -5 | 1 | / | 0.1 | -5 | 34 | /
Cc1cccc(OCC(=O)Nc2ccc(C(=O)NCC(C)C)cc2)c1 | -9 | -5 | / | -2.6 | / | -4 | -5
COc1ccccc1CNS(=O)(=O)c1cc2c3c(c1)CCN3C(=O)CC2 | 0 | -4 | 5 | 1.9 | 1 | 3 | 7
Cc1c(Br)c(O)c(Br)c2sc(=O)oc12 | 4 | 3 | -5 | -2.3 | / | 19 | -4
COc1cccc(C2NC(=O)NC(C)=C2C(=O)OCC2CCCO2)c1 (stereo not drawn) | 15 | / | 8 | -3.5 | / | 0 | 0
Cc1cc(=O)oc2cc(OS(C)(=O)=O)ccc12 | -7 | 5 | 18 | / | -4 | 5 | -3
O=C(O)CN1CCN(Cc2cccc(Cl)c2)C1=O | 1 | 8 | -4 | 3.6 | / | 11 | 4
O=C(NCC1CCOCC1)c1cccc2c(-c3cccnc3)coc12 | -3 | -2 | -7 | 1.2 | 0 | 0 | ?
Cc1cc(N)ccc1NC(=O)CN1CCOCC1 | 11 | -5 | 5 | -0.3 | 0 | -8 | 2
CC1(C)CC(N2CCC(=O)NC2=S)CC(C)(C)N1 | -5 | -5 | / | 4.3 | -2 | -18 | -4
O=C(C1CCC(CNS(=O)(=O)c2ccccc2)CC1)N1CCOCC1 (stereo not drawn) | -1 | -1 | 15 | -1.9 | -6 | 14 | 7
CCc1nc2ccc(C(=O)N3CCN(S(=O)(=O)CC)CC3)cn2c1N(C)C(=O)C1CCCCC1 | -16 | -1 | / | 2.2 | -3 | -1 | 0
C[C@H]1CN([C@@H](C)CO)C(=O)c2cc(C3=CCCCC3)cnc2O[C@H]1CN(C)C(=O)c1cccnc1 | -1 | / | 2 | 0.0 | / | / | -6
COc1ccc(CNC(=O)C2CCCN(S(=O)(=O)c3c(C)noc3/C=C/N(C)C)C2)cc1 (stereo not drawn) | 7 | -2 | -4 | -0.1 | / | 29 | 0
CCC(C)C(NC(=O)c1ccccc1NC(=O)c1ccco1)C(=O)NNC(=O)c1ccncc1 (stereo not drawn) | 2 | -11 | 11 | 1.1 | / | -1 | 5
CO[C@@H]1CN(C)C(=O)c2ccc(NC(=O)C3CCOCC3)cc2OC[C@@H](C)N(CC2CC2)C[C@@H]1C | 7 | 5 | 8 | -0.1 | / | -1 | -1
Cc1cc(-c2ccco2)n(CC(=O)NCc2ccccc2)n1 | 1 | -5 | 1 | 3.3 | -4 | 0 | 7
Cc1noc(C)c1NC(=O)Nc1ccc2c(c1)C(=O)N([C@@H](C)CO)C[C@@H](C)[C@H](CN(C)S(=O)(=O)c1ccccc1)OCCCC[C@H](C)O2 | -10 | 2 | -3 | 0.6 | 9[16.7 µM] | -27 | -5
Cc1noc(C)c1S(=O)(=O)N(C)C[C@@H]1OCCCC[C@@H](C)Oc2ccc(NC(=O)NC(C)C)cc2C(=O)N([C@@H](C)CO)C[C@H]1C | -15 | 1 | 24 | -0.2 | 2[16.7 µM] | 4 | 4
Cc1ccc(C)c(NC(=O)CCNS(=O)(=O)c2ccc3[nH]c(=O)oc3c2)c1 | 2 | 1 | -2 | 2.3 | / | 12 | -3
CC12CCC(C(=O)N3CCCCC3)([C@H](Br)C1=O)C2(C)C (stereo partly drawn) | 4 | -6 | 4 | -1.4 | / | -13 | 7
COC[C@@H]1CCCN1c1ccc2c(c1)O[C@@H](COCc1ccccc1)CN([C@@H](C)c1ccccc1)S2(=O)=O | -9 | 9 | -7 | 1.5 | / | 24 | -7
CCOc1ccccc1N(CC(=O)NCC1CCCO1)C(=O)CCC(=O)Nc1cc(C)on1 (stereo not drawn) | -3 | -1 | 2 | -1.6 | / | 13 | 8

Compound profiles, as listed above. Values in the order: EWS-Fli block, FN deposit inh, GSIS activator, CFTR F508del cor, miR122 inh, PAX8 inh HTS, DENV2 CPE
Cc1c(Br)c(O)c(Br)c2sc(=O)oc12 as listed: 4, 3, -5, -2.3, /, 19, -4
Cc1cccc(OCC(=O)Nc2ccc(C(=O)NCC(C)C)cc2)c1 as listed: -9, -5, /, -2.6, /, -4, -5
Cc1noc(C)c1NC(=O)Nc1ccc2c(c1)C(=O)N([C@@H](C)CO)C[C@@H](C)[C@H](CN(C)S(=O)(=O)c1ccccc1)OCCCC[C@H](C)O2 as listed: -10, 2, -3, 0.6, 9[16.7 µM], -27, -5

Other records follow:
SMILES | EWS-Fli block | FN deposit inh | GSIS activator | CFTR F508del cor | miR122 inh | PAX8 inh HTS | DENV2 CPE
CN(C)S(=O)(=O)c1ccc(C(=O)NCCN2C(=O)S/C(=C\c3cccnc3)C2=O)cc1 | 1 | 6 | -17 | 0.4 | -11 | 5 | -6
C[C@H]1CN([C@@H](C)CO)C(=O)c2cccc(NS(=O)(=O)c3ccc(F)cc3)c2O[C@@H]1CN(C)C(=O)Nc1ccc2c(c1)OCO2 | -9 | / | -7 | -1.4 | 9[16.7 µM] | 9 | 3
CN(C(=O)Nc1cccc([N+](=O)[O-])c1)c1ccccc1 | -3 | 0 | -16 | -2.7 | -10 | -2 | -3
C[C@@H]1CN([C@@H](C)CO)C(=O)CCCn2cc(nn2)CO[C@@H]1CN(C)C(=O)Oc1ccccc1 | 8 | -9 | 13 | -3.1 | -5[16.7 µM] | 1 | /
O=C(O)CCc1ccc(-c2ccccc2)o1 | / | -4 | / | / | 0 | 1 | /
O=C(OCc1cn([C@H]2CN(C(=O)c3cccs3)[C@@H](c3ccc(Cl)cc3)C[C@@H]2O)nn1)c1ccccc1 | -13 | -20 | -8 | -1.4 | 1 | 17 | -15
CC1CCCC(C)N1CCCNC(=O)c1ccc2c(c1)NC(=O)c1ccccc1S2 (stereo not drawn) | 10 | 6 | -1 | 4.0 | -4 | -19 | 1
O=C(Cn1c(NCCO)nc2ccccc21)N1CCN(Cc2ccccc2)CC1 | -6 | 3 | 21 | -1.4 | / | -5 | 9
O=C(CCc1ccccc1)NCCS(=O)(=O)N1CCN(c2ccccc2)CC1 | 2 | 4 | 3 | 1.8 | -4 | -1 | 9
FC(F)(F)c1cccc(NC(=S)NC2CCCC2)c1 | / | -4 | -38 | / | / | -6 | /
CS(=O)(=O)N1N=C(c2ccco2)CC1c1ccc(Cl)cc1 (stereo not drawn) | / | -2 | 1 | / | 3 | / | /
COc1cccc(NC(=O)Cn2c(=O)n(-c3cc(OC)c(OC)c(OC)c3)c(=O)c3ccccc32)c1 | 5 | -3 | 12 | -0.4 | 4 | 3 | /
CO[C@@H]1CN(C)C(=O)c2ccc(NC(=O)Nc3cccc(Cl)c3)cc2OC[C@H](C)N(C(=O)Nc2c(C)noc2C)C[C@@H]1C | 30 | -2 | -7 | 0.4 | 8[16.7 µM] | 1 | 1
COc1ccc(Br)cc1C(=O)Nc1nnn(C)n1 | / | -1 | / | / | -4 | -13 | /
O=C(COc1ccccc1)N/N=C/c1sc(=O)n(Cc2cccc(C(=O)O)c2)c1Cl | 8 | -5 | 15 | -3.3 | / | -18 | /
COc1ccc(NC(=O)C2(C)Cc3c(-c4ccc5c(c4)OCO5)ccnc3O2)cn1 (stereo not drawn) | 64* | 12 | / | -2.1 | 7 | 22 | 8
COC(=O)c1cnc(Nc2cccc(C(F)(F)F)c2)c([N+](=O)[O-])c1 | 1 | -8 | / | -0.2 | -7 | 3 | 2
Cc1cccc(N2CCN(C(=O)C3CCC(=O)N(Cc4ccccc4F)C3)CC2)c1C (stereo not drawn) | -12 | 3 | -20 | -1.2 | 2 | -7 | -12
CN(C[C@@H]1[C@H](c2ccccc2)[C@H](CO)N1C(=O)c1ccccc1)C(=O)C1CC1 | -9 | -1 | 5 | 0.0 | 0[16.7 µM] | 9 | -1
COc1ccc2c3c([nH]c2c1)[C@H](CO)N(C(=O)CN(C)C)CC31CCN(CC2CCOCC2)CC1 | -12 | / | 6 | -1.1 | / | / | -6
O=C(O)c1cc2c(ncc3c(=O)n(-c4ccccc4)[nH]c32)s1 | 0 | 18 | 14 | 1.6 | / | -6 | 0
CCOC(=O)C1C(=O)OC(C)(C)C1C(C)C(=O)c1ccccc1 (stereo not drawn) | / | 5 | / | / | -10 | 7 | /
COc1cc(NC(=O)N[C@@H](Cc2ccccc2)C(=O)O)cc(OC)c1 | 13 | 2 | 33 | -3.3 | -6 | 41 | -10
C[C@H](CO)N1C[C@H](C)[C@@H](CN(C)S(=O)(=O)c2cccs2)Oc2c(NC(=O)C3CC3)cccc2C1=O | -6&-11 | 0 | -3&-14 | -2.1&1.6 | -1 | -5&-5 | -5&-13
O=C(NCCN1CCOCC1)c1ccc2c(c1)N(Cc1ccc(F)cc1)C(=O)CS2 | 0 | -3 | / | -4.6 | 1 | -9 | 64*
Next structures.
SMILES | EWS-Fli block | FN deposit inh | GSIS activator | CFTR F508del cor | miR122 inh | PAX8 inh HTS | DENV2 CPE
Cc1ccc(C(=O)NC2CCCCN(C)C2=O)c(C)c1 (stereo not drawn) | -17 | 2 | 24 | -0.7 | / | -17 | -1
O=C(NCCCNC(=O)c1c(Cl)cccc1Cl)c1c(Cl)cccc1Cl | -2 | 2 | 6 | 1.4 | / | -2 | 1
O=C(CCC(=O)c1ccc(Cl)cc1)OCn1nnc2ccccc2c1=O | -8 | 18 | 19 | 3.1 | 2 | -1 | -3
C[C@H]1CN(C2CCCCC2)C(=O)[C@@H]1CC(=O)NCc1ccccc1 | -8 | -2 | 5 | -2.6 | -3 | -5 | -4
CCOC(=O)C1CCN(Cc2ccc(OCc3ccccc3)cc2)CC1 | -2 | -1 | -9 | 0.8 | -2 | -12 | -1
CCOc1ccc(N=c2cc(-c3ccc(OC)cc3)oc3ccccc23)cc1 | 2 | 7 | -30 | 0.4 | 4 | 31 | 14
CC1(C)C(=O)OC(c2ccc([N+](=O)[O-])cc2)C(C)(C)C1=O (stereo not drawn) | -4 | -1 | 3 | 0.8 | -5 | 28 | -3
O=C1CCN(S(=O)(=O)c2ccccc2)CCN1CCOCc1ccccc1 | -7 | -6 | 5 | 1.3 | 5 | -16 | -7
CC(C)Oc1cccc(C(=O)C2CCCN(Cc3cnn(C(C)C)c3)C2)c1 (stereo not drawn) | 5 | 5 | -26 | 0.8 | / | 15 | -7
Cc1cc(OC(C)C(=O)NCc2ccccn2)c2c(C)c(Cc3ccccc3)c(=O)oc2c1 (stereo not drawn) | / | 5 | 2 | 0.2 | 8 | 18 | 6
CN(C)CC(=O)N1CCCCN2[C@@H](CO)[C@H](c3ccc(/C=C/c4ccccc4)cc3)[C@@H]2C1 | 23 | / | 11 | -7.6 | -26[16.7 µM] | 67* | -25
CCOP(=O)(OCC)/C(=N/OC(=O)c1ccc(Cl)cc1Cl)C(N)=O | 15 | -2 | 6 | -1.7 | / | -3 | -4
CC(=O)Oc1ccc(N2C(=O)[C@@H]3[C@H](C2=O)[C@H]2c4ccccc4C=NN2[C@@H]3C(C)=O)cc1 | 4 | -10 | 9 | 1.7 | / | 0 | 0
O=C1c2cc(Cl)ccc2-c2c(O)cc(Cl)cc21 | -5 | -1 | -1 | -0.6 | / | -8 | 2
C[C@@H]1COC(=O)[C@@H](Cc2ccc(F)cc2)C/C=C\C[C@@H](CC(=O)N[C@H](CO)Cc2ccccc2)C(=O)N1 | -2 | 1 | 3 | -5.1 | -7 | 17 | -6
NS(=O)(=O)c1ccc(NC(=O)COC(=O)COc2ccc3ccccc3c2)cc1 | 4 | / | -12 | -4.2 | 4 | 17 | 0
